# Bioassay records (PubChem)
# 15-hLO inh = blocks human 15-lipoxygenase activity; P16050; purified 15hLO-1, xylenol orange hydroperoxide absorbance; Potency, µM (titrated, usually from 57.1 µM), for the others: at the top dose activity change, negative = inhibition, most hits filed as inhibitors; 74,000 tested, 1.4% active; further: potency means the concentration at half of the fitted maximal effect; on the % scale 0 is the no-effect control and ±100 the full control effect; nearly all actives have a fitted effect of over 55% in size
#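 Inhibition is scored from a chromogenic endpoint. After 15 min enzyme-compound contact, arachidonic acid (50 uM final) reacts 6 min with 40 nM 15hLO-1 at room temperature, then Fe-XO reagent is added for 30 min and absorbance ratio recorded.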
# A350 fluor = compound fluoresces in the Alexa 350 spectral region | Compound autofluorescence, 340/450 nm, Alexa 350 dye-equivalents; active compounds read high | max dye-equivalent concentration, M | 59,000 tested, 11% active | AID 590; in the data active means max dye-equivalent concentration above about 10 nM; inconclusive means mostly about 1.1 nM to 9.6 nM
# Hsp90 Hop PPI = changes Hsp90-Hop TPR2A binding signal, up or down; Potency, µM (series often up to 57 µM), inactives show at the highest dose activity change, negative = inhibition; AlphaScreen TPR2A-His6 binding biotin-Hsp90 C-terminal peptide; 71,000 tested, 0.44% active; AID 595; active means well fitted curve in either direction with a large enough effect; inconclusive means small, poorly fitted or top-dose-only effect, or another doubt; further: potency means the concentration at half of the fitted maximal effect; on the % scale 0 is the no-effect control and ±100 the full control effect; many of its hits are not listed in these tables
# CRE Fsk mod = CRE-bla signaling modulation under forskolin stimulation | CHO CRE-bla reporter (cAMP response element driving beta-lactamase), forskolin EC10, beta-lactamase ratio | Potency, µM (top dose mostly 38.2 µM), inactives show top-dose activity change, negative = inhibition, actives largely listed as activators | 71,000 tested, 2.5% active | AID 662; active means well fitted activation curve with a large enough effect in the signal ratio, with a control signal flat, not every such curve was filed as active; inconclusive means small, poorly fitted or top-dose-only effect, or effect the other way, or a change in a side signal; the % refers to the signal ratio; further: potency means the concentration at half of the fitted maximal effect; % of control where 0% means no effect
#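 CRE-bla CHO cells stimulated with EC10 NKH 477 (water-soluble forskolin) and compound titrations, 3 h at 37C; beta-lactamase read with CCF4 after 2 h at room temperature. Activity from 460/530 nm emission ratio, AC50 values for positive or negative modulation.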
# BRCT PPI green = BRCA1 BRCT-phosphoprotein interaction inhibition; Potency, µM (top dose mostly 76.9 µM), inactives show at the highest dose activity change, negative = inhibition, usual class: inhibitors; AID 875; P38398; 75,000 tested, 0.05% active; BRCA1 BRCT-phosphopeptide binding, green fluorescence polarization;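 further: potency means the concentration at half of the fitted maximal effect; plate controls were peptide without protein for full effect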
# Target sequence (P38398 whole entry, looked up): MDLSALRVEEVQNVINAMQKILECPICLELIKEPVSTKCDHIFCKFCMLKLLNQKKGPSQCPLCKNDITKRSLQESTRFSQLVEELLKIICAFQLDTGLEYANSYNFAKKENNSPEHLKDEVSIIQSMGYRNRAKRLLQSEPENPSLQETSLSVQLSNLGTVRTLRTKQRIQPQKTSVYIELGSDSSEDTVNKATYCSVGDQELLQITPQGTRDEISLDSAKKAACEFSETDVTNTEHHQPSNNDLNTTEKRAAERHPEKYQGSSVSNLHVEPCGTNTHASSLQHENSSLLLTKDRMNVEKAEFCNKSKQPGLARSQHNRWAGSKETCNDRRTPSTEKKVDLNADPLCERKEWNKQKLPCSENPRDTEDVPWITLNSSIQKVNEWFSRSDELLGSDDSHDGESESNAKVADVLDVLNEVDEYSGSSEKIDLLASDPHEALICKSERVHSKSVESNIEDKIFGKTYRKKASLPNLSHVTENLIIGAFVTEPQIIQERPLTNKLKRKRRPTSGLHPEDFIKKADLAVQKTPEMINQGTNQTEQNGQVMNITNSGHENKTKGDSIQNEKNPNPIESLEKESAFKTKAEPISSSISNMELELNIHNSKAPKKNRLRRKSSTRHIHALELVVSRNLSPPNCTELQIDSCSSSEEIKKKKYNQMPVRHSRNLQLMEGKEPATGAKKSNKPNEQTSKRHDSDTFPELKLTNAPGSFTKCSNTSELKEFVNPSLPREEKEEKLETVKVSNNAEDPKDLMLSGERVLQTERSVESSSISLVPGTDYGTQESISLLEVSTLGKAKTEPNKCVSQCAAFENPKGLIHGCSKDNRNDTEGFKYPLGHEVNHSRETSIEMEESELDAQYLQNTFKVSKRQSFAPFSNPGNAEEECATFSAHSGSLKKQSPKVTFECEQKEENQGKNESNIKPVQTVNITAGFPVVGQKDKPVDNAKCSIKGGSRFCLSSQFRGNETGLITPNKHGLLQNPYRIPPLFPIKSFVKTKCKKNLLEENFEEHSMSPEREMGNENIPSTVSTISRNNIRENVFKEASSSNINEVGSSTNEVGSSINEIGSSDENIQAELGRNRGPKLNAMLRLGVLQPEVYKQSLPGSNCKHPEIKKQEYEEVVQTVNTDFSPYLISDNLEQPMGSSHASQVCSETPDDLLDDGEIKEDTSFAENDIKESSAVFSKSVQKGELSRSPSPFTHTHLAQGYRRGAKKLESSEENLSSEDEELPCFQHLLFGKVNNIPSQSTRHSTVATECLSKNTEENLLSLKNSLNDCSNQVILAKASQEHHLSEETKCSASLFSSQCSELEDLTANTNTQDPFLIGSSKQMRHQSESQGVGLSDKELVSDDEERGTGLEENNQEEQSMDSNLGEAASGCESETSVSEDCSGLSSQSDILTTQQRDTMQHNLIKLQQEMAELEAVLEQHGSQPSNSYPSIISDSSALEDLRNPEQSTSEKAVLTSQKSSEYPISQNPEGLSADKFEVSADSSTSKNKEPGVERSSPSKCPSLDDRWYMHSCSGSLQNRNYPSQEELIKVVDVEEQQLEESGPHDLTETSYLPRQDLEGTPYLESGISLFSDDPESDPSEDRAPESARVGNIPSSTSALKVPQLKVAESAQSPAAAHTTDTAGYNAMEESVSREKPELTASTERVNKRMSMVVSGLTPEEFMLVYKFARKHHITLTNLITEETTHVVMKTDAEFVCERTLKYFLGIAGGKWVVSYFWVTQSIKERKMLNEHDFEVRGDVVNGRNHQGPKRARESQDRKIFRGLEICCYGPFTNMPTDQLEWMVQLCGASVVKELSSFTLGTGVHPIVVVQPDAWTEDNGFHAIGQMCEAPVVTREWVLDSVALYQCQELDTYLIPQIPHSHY
#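 Fluorescence polarization: His-tagged BRCT (~35 kDa BRCA1 C-terminus, 250 nM) bound to 100 nM fluorescein-labeled phosphorylated 10-aa BACH1 peptide, pH 7.3 phosphate buffer with DTT and Tween 20. Compounds incubated 12 min at room temperature; inhibition read as lowered polarization.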
# UbGFP stabilizer = ubiquitin-GFP accumulation via proteasome inhibition; 67,000 tested, under 10 active; Potency, µM (series often up to 45.9 µM), for inactives: at the top dose activation (GFP accumulation), most hits filed as activators; AID 526; Ubiquitin-GFP reporter cells, proteasome inhibition, GFP fluorescence; response scale: untreated = 0%, 10 µM MG-132 = 100%; active means well fitted activation curve with a large enough effect, not every such curve was filed as active; inconclusive means small, poorly fitted or top-dose-only effect, or another doubt; inactive means no such curve, though single readings can be large or run the other way; further: potency means the concentration at half of the fitted maximal effect
#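 U2OS Ub(G76V)-GFP reporter; O/N plating, 0.5% FBS; cpd 46 uM–2.9 nM, 4 h, 37 °C; GFP+ cell count, 488/515 nm; norm. to basal vs 10 uM MG-132; CRC fit.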
# HBB splice mod = alters splicing of the hemoglobin beta chain; HBB splicing reporter cell assay, activation; EGFP reporter with mutant IVS2-654 intron; response scale: normalised to 500 nM splice-correcting PNA; Potency, µM (titrated, usually from 46.1 µM), for inactives: at the top dose activation, most hits filed as activators; 65,000 tested, 0.06% active; further: potency means the concentration at half of the fitted maximal effect; 0% is about no effect
#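 Compounds were applied for 2 days to HeLa EGFP-654 cells, 500/well in Optimem with 2% FCS. The reporter's EGFP is disrupted by mis-splicing of beta-globin intron IVS2-654. Readout: summed well GFP fluorescence from 488 nm laser scanning; reference was 500 nM antisense […] 654 PNA.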
# 4MU fluor = 4-MU region autofluorescence; compound autofluorescence, 340/450 nm, 4-MU equivalents; active compounds read high; max dye-equivalent concentration, M; 59,000 tested, 11% active; AID 589; in the data active means max dye-equivalent concentration above about 10 nM; inconclusive means mostly about 1.1 nM to 9.6 nM
#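 Compounds in 100 mM Tris, pH 8.0, incubated 15 min at room temperature, then fluorescence read at 340 nm excitation/450 nm emission. Signal converted to 4-MU dye-equivalent concentration using an on-plate six-point 4-MU standard curve.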
# BRCT PPI red = inhibitors of human BRCA1 BRCT-phosphoprotein interaction (red fluorophore); P38398; BRCT-phosphopeptide binding, red fluorescence polarization; Potency, µM (highest dose often 76.9 µM), for inactives: at the highest dose activity change, negative = inhibition, most hits filed as inhibitors; 75,000 tested, 0.03% active; AID 892; further: on the % scale 0 is the no-effect control and ±100 the full control effect
#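 Rhodamine-labelled pBACH1 10-mer (100 nM) bound to BRCT domain (100 nM) at pH 7.3; compounds incubated 12 min room temperature, polarization read. Free peptide defines full inhibition; unlabelled decapeptide titrated as control.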
# DNA Pol III inh = DNA polymerase III holoenzyme inhibition. 71,000 tested, 0.25% active. AID 603. reconstituted DNA polymerase III holoenzyme replication, biochemical. Potency, µM (highest dose often 57.1 µM), for the others: top-dose activity change, negative = inhibition; further: potency means the concentration at half of the fitted maximal effect; on the % scale 0 is the no-effect control and ±100 the full control effect
#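 Reconstituted *E. coli* holoenzyme (0.35 nM Pol III, 1 nM beta, 154 nM SSB, 2 nM primase) was preincubated with compound for 15 min at RT. Synthesis on 1.4 nM ssM13Gori ran 35 min, then was stopped with PicoGreen/EDTA and read as dsDNA fluorescence.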
# GFP derepression = epigenetic GFP locus derepression in mouse cells; mouse C127i GFP locus derepression, cytometry, 30 h; Potency, µM (series often up to 46.1 µM), for the others: at the highest dose GFP derepression (activation); 68,000 tested, 0.09% active; further: % of control where 0% means no effect
#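 Read-out is the number of GFP-positive cells, scored as fluorescent objects 20 to 120 um wide, reflecting derepression of a silenced CMV-GFP reporter in murine C127i cells after 30 h compound exposure at 37 C.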
# * marks the source's active call; other numbers are inactive results; i = inactive; ? = inconclusive; · = not tested or not shown; [ ] = dose if it differs, or a comment. Unless noted, the call rests on the fitted dose curve; in most records, active means well fitted curve in the direction sought with a large enough effect; inconclusive means small, poorly fitted or top-dose-only effect, or another doubt; inactive means no such curve, though single readings can be large; an effect the other way counts as inactive or inconclusive.
SMILES,15-hLO inh,A350 fluor,Hsp90 Hop PPI,CRE Fsk mod,BRCT PPI green,UbGFP stabilizer,HBB splice mod,4MU fluor,BRCT PPI red,DNA Pol III inh,GFP derepression
CCN=C(NCC)SC1CC(=O)N(c2cccc(OC)c2)C1=O (configuration not stated),-1.6%,·,-4.2%,14.1%,-1.8%,4.2%,-0.3%[9.22 µM],·,-0.9%,-3.7%,-2.2%
COc1ccc(-n2c(CNC(=O)c3ccc(S(=O)(=O)N4CCCC4)cc3)n[nH]c2=S)cc1,3.9%,?,1.0%,?,-2.0%,-13.5%,-1.1%,?,-0.6%,-0.8%,4.2%
Cc1occc1-c1nnc(SCC(=O)NC(=O)NC(C)C)n1N,5.3%,i,-0.2%,-0.6%,0.0%,-0.2%,0.0%[57.5 µM],i,-0.6%,-1.8%,-0.2%
NC(=O)OC[C@H](O)COc1ccc(Cl)cc1,18.1%[25.6 µM],?,-4.1%[26 µM],-0.8%[17.1 µM],-0.3%[34.4 µM],-6.4%[20.5 µM],-1.7%[20.6 µM],?,-0.7%[34.4 µM],-1.3%[25.6 µM],-1.2%[20.6 µM]
Cn1c(SCC(=O)N2CCc3ccccc3C2)nnc1-c1cccs1,-8.0%,i,-4.7%,?,0.8%,1.2%,-1.6%,i,0.7%,2.7%,2.7%
O=C(CSc1nnc(CN2CCCCCC2=O)n1-c1ccccn1)NCC(F)(F)F,-3.6%,i,-2.1%,?,-0.7%,0.0%,-2.4%,i,2.1%,-0.3%,-0.1%
Cc1cc(OCc2ccc(F)cc2)nc(-c2ccccc2O)n1,-2.3%,·,25.1µM*,12.4%,-1.9%,0.1%,0.2%[9.22 µM],·,-0.2%,0.0%,-1.9%
C=C(C)CSc1nnc(-c2cc(OC)c(OC)c(OC)c2)n1N,7.2%,i,2.0%,?,-1.8%,-1.7%,2.2%[57.5 µM],i,0.9%,-5.6%,0.6%
CCn1c(SCC(=O)Nc2nc(-c3ccc(C)cc3)cs2)nnc1-c1ccccc1O,?,i,-11.1%,?,-2.4%,8.9%,-1.6%,i,1.2%,-0.6%,-0.1%
CCC(=O)N1CCc2cc(S(=O)(=O)N(CC)c3cccc(C)c3)ccc21,1.4%,i,3.6%,-3.4%,-2.8%,-5.6%,0.3%,i,-1.2%,-0.8%,1.0%
Cc1c(/C=N/n2cnnc2)c2ccccc2n1CCOc1ccc(Cl)cc1,-11.6%,·,-5.5%,?,-0.5%,-7.4%,1.6%,·,-0.6%,7.3%,2.5%
Cc1cc(C)n(-c2nc3ccccc3nc2N2CCN(S(=O)(=O)c3ccc(F)c(C)c3)CC2)n1,-8.0%,9.46e-08M*,2.3%,6.3%,0.1%,-4.9%,0.2%,8.99e-08M*,-0.4%,-3.8%,-3.2%

# Record cards (already shown). Order of screens: 15-hLO inh	A350 fluor	Hsp90 Hop PPI	CRE Fsk mod	BRCT PPI green	UbGFP stabilizer	HBB splice mod	4MU fluor	BRCT PPI red	DNA Pol III inh	GFP derepression
# CCC(=O)N1CCc2cc(S(=O)(=O)N(CC)c3cccc(C)c3)ccc21 as listed: 1.4%	i	3.6%	-3.4%	-2.8%	-5.6%	0.3%	i	-1.2%	-0.8%	1.0%
# Cc1cc(OCc2ccc(F)cc2)nc(-c2ccccc2O)n1 as listed: -2.3%	·	25.1µM*	12.4%	-1.9%	0.1%	0.2%[9.22 µM]	·	-0.2%	0.0%	-1.9%
# O=C(CSc1nnc(CN2CCCCCC2=O)n1-c1ccccn1)NCC(F)(F)F as listed: -3.6%	i	-2.1%	?	-0.7%	0.0%	-2.4%	i	2.1%	-0.3%	-0.1%
# NC(=O)OC[C@H](O)COc1ccc(Cl)cc1 as listed: 18.1%[25.6 µM]	?	-4.1%[26 µM]	-0.8%[17.1 µM]	-0.3%[34.4 µM]	-6.4%[20.5 µM]	-1.7%[20.6 µM]	?	-0.7%[34.4 µM]	-1.3%[25.6 µM]	-1.2%[20.6 µM]

# Next section.
SMILES,15-hLO inh,A350 fluor,Hsp90 Hop PPI,CRE Fsk mod,BRCT PPI green,UbGFP stabilizer,HBB splice mod,4MU fluor,BRCT PPI red,DNA Pol III inh,GFP derepression
CCN(CC)S(=O)(=O)c1ccc(-c2nnc(SCc3nnc(-c4ccccc4)o3)o2)cc1,-15.3%,i,-1.7%,?,-1.8%,7.7%,-2.0%,i,1.4%,-4.1%,-2.3%
CCn1nccc1C(=O)NC1=C(C#N)CCC1,3.6%,i,-2.9%,3.2%,0.4%,-5.5%,-0.6%,i,0.8%,-2.5%,2.2%
CC(C)(C)SCCNC(=O)COc1ccc(Cl)cc1,2.3%[11.4 µM],·,-1.8%[11 µM],?,-0.4%,17.3%[9.17 µM],-1.9%[0.0738 µM],·,-1.0%,0.6%[11.4 µM],0.0%
Cn1c(=O)c2[nH]c(CCS)nc2n(C)c1=O,-7.8%[11.4 µM],i,-3.4%[11 µM],7.9%[7.6 µM],-2.9%[15.4 µM],-6.7%[9.17 µM],-0.3%[9.22 µM],i,-0.7%[15.4 µM],8.7%[11.4 µM],-2.2%[9.22 µM]
CC(=O)c1cccc(NC(=O)C2CCCN(S(=O)(=O)c3cccc4cccnc34)C2)c1 (configuration not stated),-1.1%,·,-2.8%,-3.9%,0.8%,3.1%,-0.4%,·,-0.7%,0.4%,7.4%
C=CCn1nnnc1SCC(=O)Nc1cccc(OC)c1,4.3%,i,3.1%,?,-0.6%,-5.0%,-2.9%,i,-0.4%,-4.0%,-2.7%
O=S(=O)(c1cccc2cccnc12)N(CCO)CCO,6.2%,·,-2.0%,0.7%,-0.9%,-3.1%,1.9%,·,-1.1%,-8.0%,-2.3%
O=C(Nc1ccc2c(c1)OCO2)C(c1ccccc1)N1CCCCC1 (configuration not stated),-8.9%,·,-0.5%,-16.0%,-3.0%,-2.6%,-0.5%,·,0.1%,-4.4%,-3.4%
O=S(=O)(c1ccc(S(=O)(=O)N2CCN3CCCC3C2)cc1)N1CCCC1 (configuration not stated),7.6%,i,-3.0%,5.8%,-1.6%,0.0%,·,i,0.4%,1.8%,-1.9%
CCOc1ccc(-c2nc(-c3ccncc3)no2)cc1OCC,5.8%,i,-0.7%,?,-1.0%,7.5%,1.2%,i,0.4%,-3.0%,0.0%
O=C(NCc1ccco1)C1CCC(CNS(=O)(=O)c2cccc3cccnc23)CC1 (configuration not stated),-12.4%,·,-2.8%,-15.1%,-0.3%,?,0.0%,·,-0.2%,-8.1%,-4.4%
CCC(=O)Nc1cc(C)c(NC(=O)c2ccccc2OC)cn1,6.0%,i,-2.2%,-1.3%,-0.3%,-3.1%,-0.3%[57.5 µM],i,0.3%,-7.0%,0.3%
CCCN1C(=O)C(O)(C/C(C)=N/O)c2ccccc21 (configuration not stated),-8.6%,i,-3.3%,-1.6%,-1.8%,-4.3%,·,i,-0.5%,-9.4%,1.3%
Cc1ccc(-c2noc(CN3CCN(Cc4ccccc4)CC3)n2)cc1,-6.7%,i,-15.5%,16.9%,-1.2%,6.1%,-2.7%,i,-0.3%,-5.6%,5.4%
COc1ccc(N2CCn3c2nc2c3c(=O)n(CCCc3ccccc3)c(=O)n2C)cc1,8.7%,i,-5.6%,12.1%,-0.3%,-4.3%,1.8%[57.5 µM],i,-0.1%,1.5%,1.6%
COc1cc2c(cc1OC)C(c1ccncc1)CC(=O)N2 (configuration not stated),7.5%,i,-1.9%,-4.0%,-1.8%,-3.8%,2.7%,i,1.3%,-5.9%,0.0%
O=C(NCc1ccccc1)c1cccnc1N1CCOCC1,-17.7%,i,-0.1%,5.6%,-0.3%,8.7%,0.2%,i,-0.1%,0.8%,0.0%
COc1cccc(C(C(=O)NC2CCCC2)N(C(=O)c2ccco2)C2CC2)c1OC (configuration not stated),14.3%,i,-2.0%,0.4%,-1.0%,3.6%,0.1%[57.5 µM],i,0.2%,-6.0%,-1.1%
CCN(CC(=O)O)S(=O)(=O)c1cc(Cl)ccc1Cl,1.5%,i,-3.9%,9.7%,1.9%,8.9%,1.2%,i,0.3%,-9.4%,-2.7%
CCOC(=O)c1cnc2nc(Cc3ccccc3)[nH]n2c1=O,-4.9%,i,-0.4%,?,0.0%,-6.4%,0.9%,i,-1.6%,-1.5%,8.1%
